D3 antag = blocks the human D3 dopamine receptor; P35462; 360,000 tested, 2.5% active; AID 652054; max response, negative = inhibition, %; D3R cells, DiscoveRx beta-arrestin luminescence, antagonist mode; hits give low values; in the data active means max response below about -50%; inconclusive means no clear call, values can overlap the other calls; further: on the % scale 0 is the no-effect control and ±100 the full control effect; mostly tested at two doses, the higher about 12 µM
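Cells plated overnight at 1500 cells/well, then exposed to library compounds with dopamine controls for 90 minutes at 37 degrees C. DiscoveRx reagent added for 30–60 minutes at room temperature; luminescence read, quantitative HTS format.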
Abeta rescue = A-beta toxicity reversal in yeast; yeast expressing A-beta42, growth rescue, OD600, 48 h; response scale: 0% DMSO, 100% iron-clioquinol control; AID 1347071; Potency, µM (series often up to 46.1 µM), for inactives: at the top dose growth rescue, usual class: activators; 410,000 tested, 0.063% active; further: potency means the concentration at half of the fitted maximal effect; nearly all actives have a fitted effect of over 55% in size
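Yeast growth medium received pinned compounds, then yeast cells expressing toxic A-beta were added; plates incubated at 30 C for 48 hr. Growth read as absorbance at 600 nm, normalized to DMSO and equimolar FeCl3 plus clioquinol controls.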
EPAC2 ag = EPAC2 (human) agonism. EPAC2 activation, biochemical qHTS; response scale: 100% = 6.5 mM cAMP response. Potency, µM (doses to about 154 µM), for the others: at the highest dose activation, actives largely listed as activators. 360,000 tested, 0.079% active. AID 720711; further: potency means the concentration at half of the fitted maximal effect; nearly all actives have a fitted effect of over 50% in size
Target sequence (Q8WZA2 whole entry, looked up): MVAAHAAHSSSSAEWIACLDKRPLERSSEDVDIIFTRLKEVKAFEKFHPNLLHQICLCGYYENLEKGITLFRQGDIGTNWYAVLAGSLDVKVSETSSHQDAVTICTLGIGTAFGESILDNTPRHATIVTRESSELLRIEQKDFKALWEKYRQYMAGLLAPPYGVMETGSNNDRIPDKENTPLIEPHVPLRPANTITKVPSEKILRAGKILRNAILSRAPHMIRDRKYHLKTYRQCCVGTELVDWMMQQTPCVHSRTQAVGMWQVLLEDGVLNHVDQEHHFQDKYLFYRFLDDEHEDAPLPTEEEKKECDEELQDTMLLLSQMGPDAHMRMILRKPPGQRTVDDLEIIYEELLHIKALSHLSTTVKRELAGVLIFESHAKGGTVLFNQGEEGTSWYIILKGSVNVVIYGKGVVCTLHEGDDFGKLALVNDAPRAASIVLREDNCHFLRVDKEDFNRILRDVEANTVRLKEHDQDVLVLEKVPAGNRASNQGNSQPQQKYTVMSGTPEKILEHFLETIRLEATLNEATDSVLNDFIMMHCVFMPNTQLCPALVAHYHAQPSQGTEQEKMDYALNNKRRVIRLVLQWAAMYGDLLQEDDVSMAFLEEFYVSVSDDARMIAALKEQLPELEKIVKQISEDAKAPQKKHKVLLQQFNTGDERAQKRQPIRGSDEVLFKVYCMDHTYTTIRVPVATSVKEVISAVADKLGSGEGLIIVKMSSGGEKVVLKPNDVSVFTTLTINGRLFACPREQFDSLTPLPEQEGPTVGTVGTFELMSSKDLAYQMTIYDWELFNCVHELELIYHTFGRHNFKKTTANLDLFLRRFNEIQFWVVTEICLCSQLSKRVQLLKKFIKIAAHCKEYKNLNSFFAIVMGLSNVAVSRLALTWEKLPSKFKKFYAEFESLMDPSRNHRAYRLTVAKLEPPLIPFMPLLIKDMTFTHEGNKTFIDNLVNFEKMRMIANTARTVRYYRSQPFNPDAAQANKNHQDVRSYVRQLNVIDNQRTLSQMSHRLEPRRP
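Compounds were added across a concentration range to EPAC2 (100 nM), RAP1B-BODIPY-GDP (250 nM) and GDP (50 uM). After 5 min at room temperature, fluorescence was recorded at 5-min intervals for 30 min.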
FUS suppressor = suppressors of FUS proteinopathy in yeast; S. cerevisiae FUS-expressing, growth rescue, OD600, 24 h; Potency, µM (highest dose often 76.6 µM), without a hit: at the top dose growth rescue (activation), actives largely listed as activators; 390,000 tested, 0.24% active;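 further: potency means the concentration at half of the fitted maximal effect; plate controls were DMSO vehicle for no effect and reference control for full effect; nearly all actives have a fitted effect of over 55% in size; some results filed as inactive show a strong effect at the top dose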
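Yeast expressing FUS under galactose induction, OD 0.005 in 2% galactose medium; compounds in a dilution series, 24 h at 30C. Growth rescue by absorbance at 600 nm; CP55940 positive control, DMSO negative.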
EPAC2 antag = EPAC2 (human) antagonism; EPAC2 GEF exchange of Rap1B-BODIPY-GDP, fluorescence; Potency, µM (top dose mostly 114 µM), without a hit: top-dose activity, negative = inhibition, most hits filed as inhibitors; 360,000 tested, 0.18% active; further: potency means the concentration at half of the fitted maximal effect; on the % scale 0 is the no-effect control and ±100 the full control effect; nearly all actives have a fitted effect of over 45% in size; many of its hits are not listed in these tables
aSyn yeast inh = rescues yeast growth from alpha-synuclein toxicity. Potency, µM (top dose mostly 46.1 µM), without a hit: top-dose growth rescue (activation), hits mostly activators. Yeast expressing alpha-synuclein, growth rescue, BacTiter-Glo, 24 h. 370,000 tested, 0.14% active. AID 652106; further: potency means the concentration at half of the fitted maximal effect; % of control where 0% means no effect; nearly all actives have a fitted effect of over 65% in size
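Readout is rescue of growth in alpha-synuclein-expressing yeast, so inhibitors of toxicity appear as activators. Growth after 24 hr at 30 deg C in galactose medium is quantified by luminescence.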
D3 ag = agonists of human D3 dopamine receptor; P35462; D3R DiscoveRx beta-arrestin cells, luminescence, 90 min; max activation, %; 410,000 tested, 0.58% active; in the data active means max activation above about 30%; further: 0% is about no effect; mostly tested at two doses, the higher about 12 µM
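Cells at 1500/well, incubated overnight, then treated with pinned compounds (dopamine as control) for 90 min at 37 degrees C. DiscoveRx reagent added for 30 - 60 minutes at room temperature; luminescence read.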
TDP-43 yeast inh = rescues yeast growth from TDP-43 toxicity. TDP-43 expressing yeast growth rescue, BacTiter-Glo, 24 h. Potency, µM (titrated, usually from 46.1 µM), for the others: at the top dose growth rescue (activation), hits mostly activators. 410,000 tested, 1.8% active; further: potency means the concentration at half of the fitted maximal effect; % of control where 0% means no effect; nearly all actives have a fitted effect of over 50% in size
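Yeast expressing TDP-43 (pregrown in raffinose, seeded at OD600=0.02 in galactose medium) exposed to compounds 24 hr at 30 deg C. Growth read by BacTiter-Glo luminescence; rescue of toxicity appears as increased signal.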
The depositor's hits bear a star; ? = inconclusive; nt = not tested or not shown; & = joins results of further samples; [ ] = another dose, or the depositor's remark. Unless noted, the call rests on the fitted dose curve; in most records, active means well fitted curve in the direction sought with a large enough effect; inconclusive means small, poorly fitted or top-dose-only effect, or another doubt; inactive means no such curve, though single readings can be large; an effect the other way counts as inactive or inconclusive.

| structure | D3 antag | Abeta rescue | EPAC2 ag | FUS suppressor | EPAC2 antag | aSyn yeast inh | D3 ag | TDP-43 yeast inh |
| --- | --- | --- | --- | --- | --- | --- | --- | --- |
| COc1cc2c(cc1NC(=O)COC(=O)[C@@H](NC(=O)c1ccccc1F)C(C)C)oc1ccccc12 | 56 | -2% | 6% | nt | 6% | 1% | 4 | 17% |
| Clc1ccc2nc(CSc3nncn3-c3ccccc3)cn2c1 | 8 | 5% | 2% | 7% | 1% | ? | -7 | -12% |
| Cc1ccc(-n2ncc3c(=O)n(CC(=O)NCC4CCCO4)cnc32)cc1 (stereo unspecified) | 23 | 18% | 6% | -2% | 2% | 0% | 3 | 0% |
| COc1cccc(N2CCN(Cc3cccnc3)CC2)c1 | ? | 18% | 7% | 8% | 6% | 3% | -12 | -6% |
| COc1ccc(N2CCN(C(=O)C3CCN(S(=O)(=O)c4c(C)noc4/C=C/N(C)C)CC3)CC2)cc1 | 10 | 9% | -3% | ? | -4% | 5% | -5 | -12% |
| COc1ccc(Cl)cc1NC(=O)Cn1cc(C(=O)c2ccncc2)c(=O)c2cc(C)ccc21 | nt | 5% | nt | -10% | nt | nt | -13 | 19% |
| CC(=O)Nc1ccc(S(=O)(=O)NC2(C(F)(F)F)C(=O)Nc3c2c(=O)[nH]c(=O)n3Cc2cccnc2)cc1 (stereo unspecified) | 9 | -11% | 2% | 8% | 5% | 0% | 3 | -19% |
| CCOCCCNCc1ccc(OCc2ccccc2Cl)cc1 | -1 | -8% | 6% | nt | 1% | 12% | -9 | -6% |
| CC[C@@H](C)[C@@H]1CN([C@@H](CN2CCC[C@H]2CN2C(N)=NC[C@H]2C(C)C)C(C)C)C(=N)N1CCc1ccc(Cl)c(Cl)c1 | ? | -16% | 6% | 14% | 14% | -6% | -34 | 9% |
| COc1cccc(C(=O)OCC(=O)N2CCc3ccccc3C2)c1 | -8 | 4% | 5% | 11% | -4% | 2% | -5 | -14% |
| Cc1cccc(NC(=O)C2CCCN(c3nnc(-n4c(C)ccc4C)s3)C2)c1C (stereo unspecified) | nt | -9% | nt | 12% | nt | nt | -1 | 10% |
| COc1ccc(CC(=O)c2ccc(OC)c(OC)c2)cc1 | 4 | -1% | -2% | nt | 7% | 3% | 2 | ? |
| CSc1cccc(NC(=O)CSc2ccc(Cl)cc2)c1 | ? | -4% | 10% | 6% | -8% | -1% | -4 | ? |
| Cc1cc(S(=O)(=O)NCc2cccnc2)ccc1-n1cnnn1 | -20 | -8% | 0% | -5% | 8% | 1% | -6 | -19% |
| CC1CCCCN1CCNC(=O)C1CC(=O)N(c2ccc(F)c(Cl)c2)C1 (stereo unspecified) | ? | 15% | 11% | 16% | 12% | -1% | 3 | 2% |
| Cc1ccc(-c2nc(CS(=O)(=O)CC(=O)NCCN3CCOCC3)c(C)o2)cc1 | 7 | 0% | -3% | -6% | 7% | 3% | 22 | 1% |
| CNc1nc(N)c([N+](=O)[O-])c(N2CCCCCC2)n1 | 6 | 3% | 2% | 4% | -23% | 1% | -2 | 6% |
| O=C(c1cnn2c(C(F)(F)F)cc(-c3cccs3)nc12)N1CCN(Cc2ccccc2)CC1 | -20 | 16% | 7% | 12% | -3% | 4% | -12 | 1% |
| CC(C)[C@H](NC(=O)OC(C)(C)C)C(=O)N/N=C/c1cccc2nccnc12 | 8 | 2% | 8% | -4% | -5% | -5% | 1 | -10% |
| CN(CCOc1ccccc1)C(=O)C1CCC(=O)N(CCCN2CCCC2=O)C1 (stereo unspecified) | 14 | 10% | 5% | 3% | 12% | 4% | -2 | 8% |
| NC(=O)C1CCN(C(=O)c2ccc3nc(-c4ccccc4)c(-c4ccccc4)nc3c2)CC1 | 14 | -2% | 0% | 16% | -9% | -9% | 4 | 2% |
| c1ccc(N2CCN(Cc3cccn3-c3nnc(N4CCN(C5CCCCC5)CC4)s3)CC2)cc1 | nt | -12% | nt | -9% | nt | 0% | 7 | ? |
| Cc1cc(-c2ccccc2)n2ncc(C#N)c2n1 | -14 | 23% | 8% | -4% | -5% | 7% | 0 | 25% |
| CC(C)(Oc1ccc(Cl)cc1)C(=O)OCC(=O)Nc1ncc(Cl)cc1Cl | 13 | 8% | 9% | 35% | -6% | 2% | 5 | 9% |
| O=C(NCCSc1c[nH]c2ccccc12)c1ccc(Br)o1 | 1 | 4% | 7% | 7% | -12% | 10% | 2 | 18µM* |
| NC(CCc1ccccc1)c1csc(Nc2nncc3ccccc23)n1 (stereo unspecified) | 3 | -9% | 7% | 25% | 10% | -40%[inhibitor] | 3 | 22% |
| Cc1c(CC(=O)O)c(=O)oc2cc(OCc3nn[nH]n3)ccc12 | -23 | -6% | 0% | 29% | -6% | 0% | -15 | -5% |
| COc1cccc(Cn2nnc3c(=O)[nH]c(C4CCCN(C(=O)c5ccccc5Cl)C4)nc32)c1 (stereo unspecified) | 6 | 9%&-11% | -4% | 35%&32% | -5% | 0% | 5&10 | -1%&16% |
| COc1ccc(OC)c2c1CC(C)(C)NC2=O | -7 | 19% | 5% | -13% | -12% | -7% | 0 | 0% |
| Cc1ccc(O)c(NC(=O)CCSc2nc(-c3ccco3)cc(C(F)(F)F)n2)c1 | nt | -14% | nt | 9% | nt | nt | 3 | 22% |
| O=C(Nc1cnn(Cc2ccc(Cl)cc2Cl)c1)c1cc(-c2cccs2)on1 | 6 | 11% | -5% | 17% | -5% | ? | -21 | -13% |
| Cc1cc(NC(=O)CSc2ncccn2)no1 | -15 | -3% | 1% | -6% | -17% | -1% | -4 | -18% |
| COC(=O)c1ccc(Cn2nc(-c3cc(C)ccc3C)ccc2=O)cc1 | 0 | -3% | 7% | 28% | ? | 12% | -7 | 19% |
| Cc1ccc(CNC(=O)c2ccccc2CCc2ccccc2)cc1 | 24 | -3% | 4% | -10% | 8% | -10% | 31* | -20% |
| CCN(CC)C(=O)c1cc2c(=O)c3cc(Cl)ccc3oc2nc1C | 10 | 6% | 11% | 6% | 8% | 3% | 0 | 8%[9.22 µM] |
| CCNC(=O)NC(=O)C(C)Sc1ncc(C(F)(F)F)cc1Cl (stereo unspecified) | -25 | -19% | -4% | 2% | 0% | 2% | -2 | -22% |
| COc1cccc(CCNc2ccc(N3C(=O)CC(C)C3=O)cc2[N+](=O)[O-])c1 (stereo unspecified) | -19 | 5% | 19% | 5% | -13% | 0% | 2 | -12% |
| CCCCn1c(SCc2ccc(C(=O)OC)o2)nc2cc(S(N)(=O)=O)ccc21 | 18 | -2% | 8% | ? | -9% | 2% | 7 | -17% |
| O=C(NCc1cccnc1)C1c2ccccc2C(=O)N1C1CCCCCCC1 (stereo unspecified) | -6 | -2% | 10% | 13% | -3% | -4% | 4 | -2% |
| Nc1nnc(CC(=O)N/N=C\c2ccc(-c3cccc(Cl)c3)o2)s1 | 2 | 4% | 1% | ? | -22% | 3% | -5 | 2% |
| COc1ccc(NC2=NCC(=O)N2c2ccccc2)c(OC)c1 | -29 | 13% | -1% | -18% | -2% | -1% | 3 | 6% |
| COc1cccc(S(=O)(=O)N(C)C[C@H]2Oc3cc(Br)ccc3S(=O)(=O)N([C@@H](C)CO)C[C@H]2C)c1 | 5 | -4% | 3% | ? | ? | ? | -3 | 20% |
| COC(=O)C1(C)CCC(C(=O)Nc2ccccc2)C1(C)C (stereo unspecified) | -1 | 5% | -2% | -15% | 8% | 16% | 3 | 12% |
| Cc1ccc(CNC(=O)c2ccc(Br)o2)cc1 | -17 | -12% | 6% | -8% | -2% | -1% | -10 | -2% |
| CC(NC(=O)COC(=O)CCc1ccccc1)c1ccccc1 (stereo unspecified) | -11 | -14% | 5% | 19% | 8% | 3% | 4 | ? |
| COC(=O)c1cc(NS(=O)(=O)c2cccs2)cc(NS(=O)(=O)c2cccs2)c1 | -1 | -2% | 7% | 5% | -7% | -8% | 8 | -7% |
| Cc1ccc(Sc2c(C)nn(C(=O)COc3ccccc3)c2C)cc1 | nt | 14% | nt | 0% | nt | nt | -7 | ? |
| CC(C)CN(CC(C)C)C(=O)CS(=O)(=O)Cc1ccccc1 | 2 | 10% | 8% | 9% | 1% | 10% | 0 | -1% |

14 entries from above, with values under each structure.
Order of results: D3 antag	Abeta rescue	EPAC2 ag	FUS suppressor	EPAC2 antag	aSyn yeast inh	D3 ag	TDP-43 yeast inh
- CCN(CC)C(=O)c1cc2c(=O)c3cc(Cl)ccc3oc2nc1C
 : 10	6%	11%	6%	8%	3%	0	8%[9.22 µM]
- CCNC(=O)NC(=O)C(C)Sc1ncc(C(F)(F)F)cc1Cl (stereo unspecified)
 : -25	-19%	-4%	2%	0%	2%	-2	-22%
- COc1cccc(CCNc2ccc(N3C(=O)CC(C)C3=O)cc2[N+](=O)[O-])c1 (stereo unspecified)
 : -19	5%	19%	5%	-13%	0%	2	-12%
- CCCCn1c(SCc2ccc(C(=O)OC)o2)nc2cc(S(N)(=O)=O)ccc21
 : 18	-2%	8%	?	-9%	2%	7	-17%
- O=C(NCc1cccnc1)C1c2ccccc2C(=O)N1C1CCCCCCC1 (stereo unspecified)
 : -6	-2%	10%	13%	-3%	-4%	4	-2%
- Nc1nnc(CC(=O)N/N=C\c2ccc(-c3cccc(Cl)c3)o2)s1
 : 2	4%	1%	?	-22%	3%	-5	2%
- COc1ccc(NC2=NCC(=O)N2c2ccccc2)c(OC)c1
 : -29	13%	-1%	-18%	-2%	-1%	3	6%
- COc1cccc(S(=O)(=O)N(C)C[C@H]2Oc3cc(Br)ccc3S(=O)(=O)N([C@@H](C)CO)C[C@H]2C)c1
 : 5	-4%	3%	?	?	?	-3	20%
- COC(=O)C1(C)CCC(C(=O)Nc2ccccc2)C1(C)C (stereo unspecified)
 : -1	5%	-2%	-15%	8%	16%	3	12%
- Cc1ccc(CNC(=O)c2ccc(Br)o2)cc1
 : -17	-12%	6%	-8%	-2%	-1%	-10	-2%
- CC(NC(=O)COC(=O)CCc1ccccc1)c1ccccc1 (stereo unspecified)
 : -11	-14%	5%	19%	8%	3%	4	?
- COC(=O)c1cc(NS(=O)(=O)c2cccs2)cc(NS(=O)(=O)c2cccs2)c1
 : -1	-2%	7%	5%	-7%	-8%	8	-7%
- Cc1ccc(Sc2c(C)nn(C(=O)COc3ccccc3)c2C)cc1
 : nt	14%	nt	0%	nt	nt	-7	?
- CC(C)CN(CC(C)C)C(=O)CS(=O)(=O)Cc1ccccc1
 : 2	10%	8%	9%	1%	10%	0	-1%

Source: PubChem BioAssay (National Center for Advancing Translational Sciences (NCATS))

This is a subset; the hit share may differ from the screen's.
